Screening data: PubChem, Fisher Drug Discovery Resource Center
mcGAS MS inh = mouse cGAS inhibition by mass spec; Q8C6L5; recombinant mouse cGAS, cGAMP by RapidFire MS; inhibition, % at 12.5 µM; 0.18% of 130,000 active;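 active = inhibition of cGAS enzyme activity at or above 60%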;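 also: enzyme stimulated by 45 bp dsDNA with ATP and GTP substrates; cGAMP share of summed cGAMP plus half ATP and half GTP signals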
Target sequence (Q8C6L5 whole entry, looked up): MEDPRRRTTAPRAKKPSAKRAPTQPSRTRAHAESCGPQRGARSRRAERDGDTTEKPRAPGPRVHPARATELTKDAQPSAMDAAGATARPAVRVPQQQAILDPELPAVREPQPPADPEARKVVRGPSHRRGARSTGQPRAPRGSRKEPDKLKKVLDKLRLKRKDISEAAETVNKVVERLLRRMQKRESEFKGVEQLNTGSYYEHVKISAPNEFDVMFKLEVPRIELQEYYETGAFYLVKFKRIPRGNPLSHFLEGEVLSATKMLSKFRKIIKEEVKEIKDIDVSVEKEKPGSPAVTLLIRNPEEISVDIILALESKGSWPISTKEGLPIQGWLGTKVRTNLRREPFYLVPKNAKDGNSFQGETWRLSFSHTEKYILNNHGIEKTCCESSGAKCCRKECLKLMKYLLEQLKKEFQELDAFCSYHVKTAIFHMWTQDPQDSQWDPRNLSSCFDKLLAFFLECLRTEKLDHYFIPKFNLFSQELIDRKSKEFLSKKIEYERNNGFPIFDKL
An asterisk follows results filed as active; & = joins results of further samples. A portion of the library (hit frequency here may not be typical).

No.	Molecule	mcGAS MS inh
1	CC(=O)n1c(C=C2C=c3cccc(C)c3=NC2=O)c(O)[nH]c1=S	-1
2	COc1ccc(-n2ncc3c2CC(C)(C)CC3NC(=O)c2cnsn2)cc1 (configuration not stated)	-5
3	COc1ccc(C(N)Cc2nc(C)nn2-c2ccccn2)cc1OC (configuration not stated)	-1
4	Cc1cc(=O)[nH]c(-n2nc(-c3cccs3)cc2NC(=O)c2ccc(Br)o2)n1	-8
5	CCNc1cc(C)nc(N2CCN(C(=O)c3ccc(C(C)(C)C)cc3)CC2)n1	-9
6	Cc1occc1C(=O)N(C)CC1CCCN(CCc2ccccc2F)C1 (configuration not stated)	-8
7	C[C@H]1O[C@@H](O[C@H]2[C@@H](O)C[C@H](O[C@H]3[C@@H](O)C[C@H](O[C@H]4CC[C@@]5(C)[C@H](CC[C@@H]6[C@@H]5C[C@@H](O)[C@]5(C)[C@@H](C7=CC(=O)OC7)CC[C@]65O)C4)O[C@@H]3C)O[C@@H]2C)C[C@H](O)[C@@H]1O	0
8	COc1ccc(C2=NN(c3nc(-c4ccccc4)c4cc(Cl)ccc4n3)C(c3cn(-c4ccccc4)nc3-c3ccccc3)C2)cc1 (configuration not stated)	-13
9	CCN(C)c1ccc(C(=O)NCC2(C)CCCS2)cc1 (configuration not stated)	-9
10	Cc1c(C(=O)NC2CCCC2)sc(=O)n1Cc1ccccc1C(F)(F)F	4
11	COc1ccc(S(=O)(=O)CCC(=O)N(CCN(C)C)c2nc3c(C)ccc(Cl)c3s2)cc1	-4
12	CCNC(=O)CC1SC(=NC)N(C)C1=O (configuration not stated)	-10
13	CN(Cc1cccn1-c1nccs1)C1CCCN(C2Cc3ccccc3C2)C1 (configuration not stated)	-9
14	O=C(C1CC2(CCNCC2)CN1)N(CCc1ccccc1)Cc1cccnc1 (configuration not stated)	7
15	Cc1cc2c(SCC(=O)Nc3ccc4c(c3)OCO4)ncnc2s1	1
16	Cc1ccc(S(=O)(=O)N2CCC(CO)(Cc3cccc(C(F)(F)F)c3)CC2)s1	-3
17	CSCCCNc1ncnc2c1CCN(C(=O)c1cccnc1)C2	-16
18	CNc1cncc(-c2cccc(NC(C)=O)c2)n1	-7
19	CC(C)N1CCCCC1C(=O)Nc1cccc(Cn2cnnc2)c1 (configuration not stated)	-9
20	CC1(C)CC(=O)CC(=NNC(=O)C23CC4CC(CC(C4)C2)C3)C1	1

Exported as labelled records: entries from further up.
(5) CCNc1cc(C)nc(N2CCN(C(=O)c3ccc(C(C)(C)C)cc3)CC2)n1
  mcGAS MS inh: -9

(6) Cc1occc1C(=O)N(C)CC1CCCN(CCc2ccccc2F)C1 (configuration not stated)
  mcGAS MS inh: -8

Further entries.
No.	Molecule	mcGAS MS inh
21	COc1ccc(-n2nnc3c(=O)n(CC(=O)NCc4ccccc4Cl)cnc32)cc1	4
22	CN(CCn1ccc2ccccc21)C(=O)c1c(O)cccc1O	-27
23	O=C(CCl)N1CCN(S(=O)(=O)c2ccccc2F)CC1	-1
24	CC(C(=O)O)n1cc(-c2ncc[nH]2)c2ccccc21 (configuration not stated)	-4
25	Cc1cc(NC(=O)c2nc3ccccc3s2)on1	-2
26	CCOc1cc(C)c(C(C)C)cc1S(=O)(=O)NC1CCCC1	-43
27	Cc1cc(NC(=O)C2CCN(C(=O)c3ccc([N+](=O)[O-])o3)CC2)no1	-5
28	CCOC(=O)C1(Cc2ccccc2F)CCCN(C(=O)c2ccc3c(c2)OCCO3)C1 (configuration not stated)	-19
29	Cc1nn(CCO)cc1CN1CCN(S(=O)(=O)c2ccccc2)CC1	-26
30	CC1Oc2ccc(C(F)(F)F)cc2N(c2cccnc2)C1=O (configuration not stated)	4
31	CCc1ccc(N2C(=O)Cc3c2nc(N)c(C#N)c3N)cc1	-6
32	Cc1noc(C)c1C(=O)NCC(O)c1cc(Cl)cc(Cl)c1 (configuration not stated)	-20
33	Nc1nc2c(-c3ccccc3CO)cc(F)cc2s1	-8
34	CC(C)C(OC(=O)c1ccc2c(c1)COC2)C(=O)N1CCC(C(N)=O)CC1 (configuration not stated)	3
35	CCC(CNC(=O)C(=O)N1CCc2ccccc2C1)OC (configuration not stated)	-8
36	COc1ccccc1CCN1CCC(CN(C)C(=O)c2snnc2C)CC1	-4
37	Cc1cccc(NC(=O)CCC2CCN(C(=O)CCN3CCCCC3=O)CC2)c1	-8&3
38	CN(C)C1Cc2ccccc2N(S(=O)(=O)CC2CCCCO2)C1 (configuration not stated)	-1
39	Cc1ccc(N2C(=O)N(Cc3ccccc3)c3ccccc3S2(=O)=O)cc1F	-9
40	CN1CCN2CCN(S(=O)(=O)c3ccc(-c4cnco4)s3)CC2C1=O (configuration not stated)	-3
41	Cc1ccc(C(C)NC(=O)CN(C(=O)Cn2cnc(C)c2C)C(C)c2ccc(C)c(C)c2)cc1C (configuration not stated)	-6
42	CCCC(=O)C1=C(c2ccc(Cl)cc2)N(C(=O)CCC)n2c(CC)nnc2S1	-4
43	CC(C)Cc1cc(-c2nc3c([nH]2)CC(C)(C)CNC3=O)on1	-9
44	CCCCOc1ccc(S(=O)(=O)NC(=O)C2(C)CCN2C(=O)Cc2ccccc2Cl)cc1 (configuration not stated)	-1
45	Cc1ccccc1NC(=O)C(C)Sc1nc(N)nc(N)n1 (configuration not stated)	-9
46	O=C1CCC(c2ccccc2)=C(c2ccccc2)N1	-16
47	c1ccc(-c2cnn3cc(CN4CCN(CC5CCCO5)CC4)cnc23)cc1 (configuration not stated)	-51
48	COc1ccccc1C(=O)N1C(C(=O)Nc2sc(C)c(C)c2C#N)CC2CCCCC21 (configuration not stated)	9
49	CC1CN(C(=O)COC(=O)c2nccnc2N)CC(C)O1 (configuration not stated)	-1
50	COc1cc(CNc2nn[nH]n2)ccc1OCc1ccc(Cl)cc1	-17
51	O=C(Cn1nnnc1CN1CCCC1)N1CCN(c2nc3ccccc3o2)CC1	6
52	O=C(NC1CC1c1ccccc1)C1(c2ccc(Cl)cc2Cl)CCOCC1 (configuration not stated)	1
53	COc1ccc(C(=O)N2CCC2(C)C(=O)O)cc1F (configuration not stated)	5
54	Cc1ncc(-c2ccc(C)c(S(=O)(=O)N[C@@H]3CC[C@@H](N)C3)c2)o1	-13
55	NS(=O)(=O)c1ccc2c(c1)SC1=NS(=O)(=O)CCN12	3
56	Cc1ccc(CN2CCN(C(=O)CS(C)(=O)=O)CC2=O)cc1	-11
57	O=S(=O)(Nc1cccc(Br)c1)c1ccc(Br)s1	9
58	CCOC(=O)N1CCN(C2CCCN(C(=O)c3ccccc3N(C)C)C2)CC1 (configuration not stated)	-2
59	O=C(CNC(=O)c1ccccc1)NN=Cc1ccccc1F	1
60	CCSc1ncc(CN2CCN(c3nc4ccccc4o3)CC2)cn1	-9

Screen by screen, as entered above.
Nos. 20 to 30 in mcGAS MS inh read 1, 4, -27, -1, -4, -2, -43, -5, -19, -26, 4

Back to the main list; the 4 compounds before the break are reprinted first.
No.	Molecule	mcGAS MS inh
57	O=S(=O)(Nc1cccc(Br)c1)c1ccc(Br)s1	9
58	CCOC(=O)N1CCN(C2CCCN(C(=O)c3ccccc3N(C)C)C2)CC1 (configuration not stated)	-2
59	O=C(CNC(=O)c1ccccc1)NN=Cc1ccccc1F	1
60	CCSc1ncc(CN2CCN(c3nc4ccccc4o3)CC2)cn1	-9
61	CN(C)S(=O)(=O)c1ccc2c(c1)CCN2C(=O)CCn1cnc2ccccc2c1=O	18
62	COc1ccc(COC(=O)C2=C(C)NC(=O)NC2c2cccc(OC)c2OC)cc1 (configuration not stated)	-9
63	CCn1nc(C)c(NC(=O)CN2CCC(O)(c3ccc(Cl)cc3)CC2)c1C	-17
64	Cc1ccc(Oc2ccc(C(=O)Nc3ccc(Nc4cc(N5CCOCC5)nc(C)n4)cc3)cc2)nn1	-5
65	Cc1cc(C)n(C)c(=O)c1C(=O)NCc1cccnc1Oc1ccccc1F	-22
66	O=C(c1cnn(-c2ccccc2)n1)N1CCN(S(=O)(=O)C2CC2)CC1	-7
67	Clc1ccc2c(c1)nc(Cl)n1c(C3CC3)nnc21	-3
68	CCN(Cc1ccc(Cl)s1)C(=O)CCC(=O)c1ccc(C)s1	-11
69	Cc1cc(C)[n+](C2C3CC4CC(C3)CC2C4)o1 (configuration not stated)	-28
70	CC(=O)Nc1nc(Cn2nc(C(C)(C)C)oc2=O)cs1	-7&-6
71	O=C(Cn1c(CO)cnc1SCc1ccccc1F)NC1CCCC1	-11
72	COc1cccc([C@@H]2CCCN(Cc3ncccc3C(=O)O)C2)c1	-8
73	O=C(NCCC1COc2ccccc2O1)c1ccc(N2CCCCO2)nc1 (configuration not stated)	-3
74	COc1cc(C)c(CN2CCN(c3cc(N)nc(N)n3)CC2)cc1C	-27
75	O=C(CC(c1ccccc1)c1ccc2c(c1)OCO2)N1CCCC1 (configuration not stated)	-5
76	COc1cc(F)cc2sc(NC(=O)c3ccc(=O)n(C)c3)nc12	4
77	COc1nc(N)nc(N2CCCC2)c1C=O	-8
78	Cc1c2c(nn1Cc1ccccc1)NC(=O)CC2COCc1ccccc1 (configuration not stated)	-5
79	NC(N)=NC(N)=Nc1cccc2ccccc12	-14
80	O=C1CCCC(=NNC(=O)C2CCN(S(=O)(=O)c3cccs3)CC2)C1	-10
81	O=C(/C=C/c1cn(S(=O)(=O)c2cccc(C(F)(F)F)c2)c2ccccc12)N1CCCC(O)C1 (configuration not stated)	11
82	CCCN(C(=O)CC1CCS(=O)(=O)C1)C1CCCC1 (configuration not stated)	-32
83	CC(=O)NC1C(Oc2ccc(I)cc2)OC(CO)C(O)C1O (configuration not stated)	-1
84	CCOC(=O)C1=C(C)OC(=N)C(C(=O)OCC)C1c1cccc(O)c1 (configuration not stated)	-7
85	O=C(c1ccccc1C1CCNC1)N1CCCN(C2Cc3ccccc3C2)CC1 (configuration not stated)	-7
86	O=C(Nc1nc(-c2ccccc2)cs1)c1c[nH]c(=O)[nH]c1=O	2
87	CCN(CC)CC(C)NC(=O)c1ccc(N)cc1Cl (configuration not stated)	-3
88	CCCCN(CCCC)S(=O)(=O)c1ncn[nH]1	-6
89	Cc1ccc(C)c(NC(=O)CSc2nnnn2C)c1	0
90	Cc1cccc2nc(C(=O)N(C)CC(=O)Nc3ccccc3Br)cn12	-14&-7
91	CC(C)c1ccc(C(=O)N2CCn3c(nnc3C(=O)N(C)C)C2)cc1	-4
92	Cc1nc(N2CCOCC2)sc1CNCC1CN(C)CCO1 (configuration not stated)	-10
93	CC(C)NC(=O)C(C#N)C(=O)CN1CCCCCC1=O (configuration not stated)	-4
94	COc1ccc(OC)c(NS(=O)(=O)c2c(C)noc2C)c1	-11
95	COCc1nn2c(nnc3c(=O)n(Cc4ccccc4)ccc32)c1-c1ccc(F)cc1	-5
96	Cc1cc(-c2ccc(N(C)C)cc2)nc(N)n1	-3
97	O=S(=O)(c1ccc(S(=O)(=O)N2CCN(c3ncccn3)CC2)cc1)N1CCCCCC1	-1
98	Cc1noc(C)c1CNC(=O)NCC1CCCOC1 (configuration not stated)	-45
99	O=C(c1ccc(N2CCC(NC3CCOC3)CC2)cc1)N1CCc2ccccc2C1 (configuration not stated)	-8
100	Cn1c(=O)c2c(ncn2CCS(=O)(=O)NCc2ccco2)n(C)c1=O	-11
101	O=C(Nc1ccc(-c2noc(-c3cccs3)n2)cc1)c1ccco1	3
102	COc1ccc(CCOC(=O)c2ccc(C(N)=O)cc2)cc1	-15
103	S=c1[nH]nc(Cn2nnc3ccccc32)n1Cc1ccccc1	-5
104	CCCOCCOC(=O)C1=C(C)NC2=C(C(=O)C(C(=O)OC)C(C)C2)C1c1ccc(C)o1 (configuration not stated)	15
105	CCN(CC)S(=O)(=O)c1cccc(C(=O)NNC(=O)C2CC=CCC2)c1 (configuration not stated)	-3
106	COC(=O)c1cc(C=O)c2ccc3ccccc3n12	5
107	Cc1ccc(C)n1NC(=O)c1ccccc1	2
108	CCc1cc(C(=O)NC2CCCc3c2cnn3-c2ccc(F)cc2F)no1 (configuration not stated)	0
109	COC(=O)c1cc2n(n1)CCN(C(=O)CCn1c(C)nc3ccccc31)C2	-18
110	O=C(c1cc(N2CCSCC2)nc2ccccc12)N1CC=CCC1	-4
111	COC(C)C(=O)NS(=O)(=O)Cc1ccc(Cl)nc1 (configuration not stated)	-5
112	CC(=O)N1CCN=C1SCc1ccc(C)cc1	-6
113	Cc1ccsc1[C@@H]1CCN(C(=O)c2ccccc2-n2cccn2)C[C@H]1O	-31
114	COCC(C)OC(=O)C1CC1c1cccc(F)c1F (configuration not stated)	-4
115	COc1ccc(Cl)cc1NCC(=O)N(c1ccccc1)C1CCS(=O)(=O)C1 (configuration not stated)	-3
116	COc1cccc(C2c3c(oc4cc(C)c(Cl)cc4c3=O)C(=O)N2c2cc(C)on2)c1 (configuration not stated)	-2
117	C=CCn1c(SCC(=O)NC(=O)c2cccn2C)nnc1C1CCCCC1	-8
118	CC(=O)C1=C(C)OC(=N)C(C#N)C1c1cccc(Cl)c1 (configuration not stated)	-5
119	Fc1ccc(N2CCn3c2n[nH]c3=S)cc1	1
120	Cc1onc(-c2c(F)cccc2Cl)c1C(=O)OCC(=O)N1CCOCC1	-1

Other structures:
No.	Molecule	mcGAS MS inh
121	Cc1nc(SCC(=O)N2CCOCC2)c2c3c(sc2n1)CCC3	-8
122	Cc1ccc(S(=O)(=O)O/N=C2/CCCc3nonc32)cc1	-7
123	CN(C1CCN(C(=O)OC(C)(C)C)CC1)S(=O)(=O)c1ccc(F)c(F)c1	-4
124	CC(C)(C)c1cc(CN2CCCN3CCC[C@H]3C2)[nH]n1	-8
125	COc1cc(CN2C(=O)C(C)(C)ON=C2c2ccco2)cc(OC)c1	-1
126	COc1cc(OC)cc(C(=O)Nc2c(C#N)cnn2C)c1	3
127	O=C(c1ccc2cccnc2n1)N1C[C@@H]2[C@H](C1)[C@H]1CC[C@@H]2O1	-15
128	Cc1ncc(COC(=O)c2oc3c(c2C)C(=O)CC(C)(C)C3)s1	-2
